# Assay outcomes deposited in PubChem by several laboratories.
# PG9 Ab binder = small molecules binding HIV-1 gp120 antibody PG9 | inhibition, % at 6.7 µM | hit rate 0.43% among 360,000 | TR-FRET gp120-PG9 antibody binding; in the data active means inhibition above about 8.5%
# LEDGF integ inh = blocks HIV-1 LEDGF/p75-dependent DNA integration. hit rate 0.64% among 370,000. inhibition, % at 3.7 µM. TR-FRET IN-LEDGF/p75 DNA integration, Eu/Cy5. AID 743269;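 active means inhibition above the screen-wide mean plus 3 SD, cut at about 13% in these data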;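 further: signal is the Cy5 over europium emission ratio at 671 and 618 nm; 0% = plate median of compound wells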
# PRMT1 FP inh = blocks human protein arginine methyltransferase 1. Q99873. recombinant PRMT1, activity-based probe fluorescence polarization. inhibition, % at 2.79 µM. hit rate 1.3% among 370,000. AID 652257;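 active means inhibition above about 21% made by adding two undisclosed values, limit read from the data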
# Target sequence (Q99873 whole entry, looked up): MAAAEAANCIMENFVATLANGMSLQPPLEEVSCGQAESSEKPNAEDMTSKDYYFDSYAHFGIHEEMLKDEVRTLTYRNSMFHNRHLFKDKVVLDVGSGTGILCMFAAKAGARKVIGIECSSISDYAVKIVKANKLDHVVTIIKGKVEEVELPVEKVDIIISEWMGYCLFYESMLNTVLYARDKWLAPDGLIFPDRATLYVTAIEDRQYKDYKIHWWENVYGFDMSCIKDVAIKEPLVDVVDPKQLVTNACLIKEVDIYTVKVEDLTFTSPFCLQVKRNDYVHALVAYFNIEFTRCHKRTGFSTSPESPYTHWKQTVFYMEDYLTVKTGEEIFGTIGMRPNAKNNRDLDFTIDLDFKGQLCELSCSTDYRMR
# HTRA1 inh = inhibitors of human serine peptidase HTRA1 | recombinant HTRA1, FP-rhodamine activity-based probe, fluorescence polarization | inhibition, % at 5.96 µM | hit rate 0.5% among 340,000; in the data active means inhibition above about 36%;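 further: 0% = enzyme with DMSO and 100% = wells lacking enzyme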
# Target sequence (Q92743 whole entry, looked up): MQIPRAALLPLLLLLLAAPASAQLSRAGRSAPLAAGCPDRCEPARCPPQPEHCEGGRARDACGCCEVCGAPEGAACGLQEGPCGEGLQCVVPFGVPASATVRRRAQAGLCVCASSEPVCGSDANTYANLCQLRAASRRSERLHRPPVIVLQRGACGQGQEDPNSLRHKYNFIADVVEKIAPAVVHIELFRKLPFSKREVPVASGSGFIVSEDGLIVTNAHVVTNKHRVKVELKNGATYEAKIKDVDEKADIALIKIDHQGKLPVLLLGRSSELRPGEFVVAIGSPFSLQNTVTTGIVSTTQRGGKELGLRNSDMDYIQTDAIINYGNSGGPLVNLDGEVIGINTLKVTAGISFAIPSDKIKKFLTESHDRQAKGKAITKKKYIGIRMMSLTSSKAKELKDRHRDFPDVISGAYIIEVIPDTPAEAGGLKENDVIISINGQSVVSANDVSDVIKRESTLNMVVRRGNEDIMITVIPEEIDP
# NR1D1 modulator = Rev-erb alpha (human) modulation | activity, % at 10 µM | P20393 | hit rate 0.79% among 370,000 | Rev-erbα–FITC-DNA binding, fluorescence polarization, 90 min | AID 1259318;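 active means activity above about 14%, limit read from the data; passing the limit was not always enough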;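 further: 0% = DMSO wells with 35 nM protein and 100% = DMSO wells with 750 nM protein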
# TCR-CD3 inh = inhibitors of human TCR-CD3 interaction; TAMRA-labeled TCR probe fluorescence, biochemical; inhibition, % at 9.4 µM; hit rate 0.37% among 360,000; AID 651800; in the data active means inhibition above about 19%;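 further: recombinant mutant TCR 2C K166C tagged with TAMRA read by polarization; 0% = receptor in buffer alone and 100% = receptor with positive control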
# TDP2 absorb = TDP2 (human) inhibition, absorbance primary screen; recombinant TDP2, T5PNP hydrolysis, p-nitrophenol absorbance 415 nm; O95551; hit rate 0.34% among 370,000; inhibition, % at 12.8 µM;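 active means inhibition above the mean of all tested compounds plus 3 SD, set per campaign, cut at about 25% in these data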;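 further: 0% = DMSO with enzyme and 100% = buffer with substrate but no TDP2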
#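 Evaluation: % inhibition relative to enzyme-containing and enzyme-free wells. Material: recombinant human TDP2. Benchmarks: enzyme-free and DMSO wells. Timing: enzyme reaction with compound for 2 h at 37 °C. Compound dosing: 12.8 µM only. Measured by: p-Nitrophenol epi absorbance. Reagent: T5PNP substrate at 5 mM, a TopII-DNA adduct mimic. Replication: single well per compound.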
# ABHD4 inh = inhibits mouse alpha/beta hydrolase domain 4. Q8VD66. purified mABHD4, FP-Rh probe fluorescence polarization. inhibition, % at 8.92 µM. hit rate 0.54% among 370,000;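 active means inhibition exceeding the mean over every tested compound plus 3 SD, cut at about 30% in these data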;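 further: 0% = plate median of compound wells and 100% = S159A mutant with DMSO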
#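 Assay system: mouse ABHD4 enzyme, wild type / Also added: fluorescent activity-based probe FP-Rh / Doses: single nominal dose of 8.92 µM, 0.89% DMSO final / Timing: 45 min compound pre-incubation plus 60 min probe step, 25 °C / Signal: FP readout, ex 525 nm / em 598 nm / Control set: S159A mutant/DMSO as 100%, compound-well median as 0%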
# SIAE primary = blocks human sialic acid acetylesterase; Q9HAT2; SIAE FP-Rh probe binding, fluorescence polarization; inhibition, % at 9.66 µM; hit rate 0.69% among 370,000; AID 1053197;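 active means inhibition above a cutoff: mean of compounds within the control limits plus 3 SD of those, cut at about 17% in these data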;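 further: 0% = plate median of compound wells and 100% = probe without SIAE protein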
# rCAG RNA binder = r(CAG) repeat RNA binding. hit rate 1.3% among 370,000. inhibition, % at 3 µM. TO-PRO-1 dye displacement fluorescence;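 active means inhibition above the plate cutoff, the mean of all test compounds on that plate plus 3 SD, cut at about 35% in these data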;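 further: 0% = DMSO alone and 100% = 100 µM mitoxantrone as full dye displacement; higher means more dye released from RNA so lower well fluorescence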
# An asterisk follows results filed as active; . = no result given. A portion of the library; the hit share may differ from the screen's.
# Results follow in this order: PG9 Ab binder, LEDGF integ inh, PRMT1 FP inh, HTRA1 inh, NR1D1 modulator, TCR-CD3 inh, TDP2 absorb, ABHD4 inh, SIAE primary, rCAG RNA binder
Cc1nc(S/C(=C/c2ccc(-c3cc(Cl)ccc3C)o2)C(=O)O)n[nH]1
 : -3.4, 1, 0, 21, -4, 3, 0, 10, 6, 51*
COc1cccc(C(=O)Nc2nnc(S(=O)(=O)Nc3cccc(C)c3)s2)c1
 : 1.5, 5, -10, -5, -3, 8, 6, -8, -4, 17
c1ccc(Cn2ccc3ccc(-c4ccc5ccn(Cc6cccc(-c7cccs7)c6)c5c4)cc32)cc1
 : ., -2, 2, ., 8, ., 15, -1, 7, 22
CCOc1ccc(OCC)c(Nc2cc(C)nc3ncnn23)c1
 : -1.0, 3, -3, 1, 3, -3, -5, -4, 6, 1
CCc1cc2c(CN3CCN(Cc4ccccc4)CC3)cc(=O)oc2cc1O
 : 0.6, 4, 1, -3, -4, 9, 4, -5, 6, -4
O=C(NC1CCCC1)c1ccc2nc[nH]c2c1
 : -0.2, -1, 3, 4, -1, 4, 4, 3, 4, 5
Cc1cc(C)c(C)c(S(=O)(=O)N2CCN(CC(=O)c3c(N)n(Cc4ccccc4)c(=O)n(C)c3=O)CC2)c1C
 : -2.1, 0, -2, -25, 4, -1, -3, -7, -4, 0
CCOC(=O)N1CCN(CCC(=O)Nc2cc(OC)ccc2OC)CC1
 : -0.4, 1, -3, 0, 2, 1, 0, 0, -3, -4
C=CCNS(=O)(=O)c1ccc(OCC(=O)OC)cc1
 : -1.0, -4, 4, 6, 1, -8, -1, 1, -2, -2
COc1ccc(N(CC(=O)NCCSc2ccccc2)S(=O)(=O)c2ccccc2)cc1OC
 : -0.2, -7, -2, 9, -1, -9, -5, -1, 3, -8
COc1ccc(Cc2nnc3n2N=C(c2cc4ccccc4o2)CS3)cc1OC
 : -0.9, -4, 0, -2, 8, 8, -3, 2, -1, 2
COc1ccc(CNC(=O)c2ccc(S(=O)(=O)NCc3ccco3)cc2)cc1
 : -0.3, 3, 0, -4, 9, -3, -6, -4, -3, 1
COc1ccc(S(N)(=O)=O)cc1C(=O)OCC(=O)Nc1sccc1C#N
 : -2.3, 1, 3, 3, -7, 0, -5, 0, -6, 5
COC(=O)c1c(CSc2cccc(C)c2)noc1C(=O)NCc1ccco1
 : 0.4, -2, 3, -25, 4, 0, -3, 0, 0, 0
Cc1cc(-c2ccc([N+](=O)[O-])cc2)nc2ccccc12
 : -0.2, -2, 7, -6, 0, 2, 2, 5, -4, 3
C/C(=N\NC(=O)c1ccccc1O)c1cccs1
 : -0.4, -1, -1, 11, 4, 15, 4, 11, 5, 5
COc1ccc(CCNC2=C(Cl)C(=O)N(CCc3ccc(OC)c(OC)c3)C2=O)cc1OC
 : 0.0, 1, 2, -8, 4, -3, 0, 2, 0, -6
COc1ccc(-c2ccc(OC)c([C@H]3[C@@H]4C=CCC[C@@]4(C)C(=O)N3Cc3ccccc3)c2)cc1OC
 : 0.1, -2, -2, -48, 4, 5, -4, -10, -4, 6
O=C(COC(=O)c1cccnc1Cl)NCc1ccc(F)cc1
 : 0.5, -5, 1, -2, 1, -8, 9, 6, 5, 5
Cc1cccc(-n2nnc3c(=O)n(CC(=O)Nc4cc(C)on4)cnc32)c1
 : -0.1, 2, -7, -13, 7, 2, 4, 8, -11, 2

# Entries listed so far that have an NH in an aromatic ring:
# Results follow in this order: PG9 Ab binder, LEDGF integ inh, PRMT1 FP inh, HTRA1 inh, NR1D1 modulator, TCR-CD3 inh, TDP2 absorb, ABHD4 inh, SIAE primary, rCAG RNA binder
Cc1nc(S/C(=C/c2ccc(-c3cc(Cl)ccc3C)o2)C(=O)O)n[nH]1
 : -3.4, 1, 0, 21, -4, 3, 0, 10, 6, 51*
O=C(NC1CCCC1)c1ccc2nc[nH]c2c1
 : -0.2, -1, 3, 4, -1, 4, 4, 3, 4, 5

# Later entries:
# Results follow in this order: PG9 Ab binder, LEDGF integ inh, PRMT1 FP inh, HTRA1 inh, NR1D1 modulator, TCR-CD3 inh, TDP2 absorb, ABHD4 inh, SIAE primary, rCAG RNA binder
COCc1cc(C)n(CC(=O)Nc2cccc(C)c2)c(=O)c1C#N
 : 1.7, -2, 5, -1, 4, -13, -2, 6, -5, 4
Cc1ccn(CC(=O)N2CCCC(N3CCN(Cc4ccc5c(c4)OCO5)CC3)C2)n1 (configuration not stated)
 : -0.9, -1, 3, -3, -2, -8, 11, 8, 4, -9
Brc1ccc(CSc2nnc3ccccn23)cc1
 : -3.3, 0, -2, 8, -2, -6, 3, 1, 9, -3
CCOC(=O)C(C)Sc1ncc(-c2ccc(Cl)cc2)cn1 (configuration not stated)
 : -1.6, -3, -1, -12, -4, 6, -4, -21, 1, -5
COc1ccc(NC(=O)c2cccs2)cc1C(=O)N1CCN(c2ccccc2)CC1
 : -1.2, -2, 2, -9, -1, -5, 4, 13, 2, -2
Cc1cccc(C)c1NC(=O)CSc1cc(C(=O)c2nccn2C)c2ccccc2n1
 : 14*, 0, -1, 1, -1, -8, -5, 2, 3, -5
COCCOc1cc(-n2cccc2)c(Cl)cc1Cl
 : -1.2, -2, -2, -2, 5, 3, -4, -2, 1, -4
Cc1nc2ccc(NC(=S)NCCCO)cc2nc1C
 : 1.1, 2, 4, 8, 3, 8, 8, 6, 2, 3
Nc1[nH]c(C(=O)c2ccccc2)c(-c2ccccc2Br)c1C(=O)NCc1ccc(-c2ccccc2)cc1
 : -2.0, -3, 1, ., 6, -1, 3, -16, -11, 18
COc1ccc(C(=O)NCCSc2ccccc2C)cc1
 : -1.6, -2, -1, -8, -2, 0, 8, -3, -1, -6

# Part of the list above in order of molar mass, lowest first.
# Results follow in this order: PG9 Ab binder, LEDGF integ inh, PRMT1 FP inh, HTRA1 inh, NR1D1 modulator, TCR-CD3 inh, TDP2 absorb, ABHD4 inh, SIAE primary, rCAG RNA binder
C=CCNS(=O)(=O)c1ccc(OCC(=O)OC)cc1
 : -1.0, -4, 4, 6, 1, -8, -1, 1, -2, -2
Cc1cccc(C)c1NC(=O)CSc1cc(C(=O)c2nccn2C)c2ccccc2n1
 : 14*, 0, -1, 1, -1, -8, -5, 2, 3, -5
c1ccc(Cn2ccc3ccc(-c4ccc5ccn(Cc6cccc(-c7cccs7)c6)c5c4)cc32)cc1
 : ., -2, 2, ., 8, ., 15, -1, 7, 22
Nc1[nH]c(C(=O)c2ccccc2)c(-c2ccccc2Br)c1C(=O)NCc1ccc(-c2ccccc2)cc1
 : -2.0, -3, 1, ., 6, -1, 3, -16, -11, 18

# Additional records follow:
# Results follow in this order: PG9 Ab binder, LEDGF integ inh, PRMT1 FP inh, HTRA1 inh, NR1D1 modulator, TCR-CD3 inh, TDP2 absorb, ABHD4 inh, SIAE primary, rCAG RNA binder
NC1=NC(=Nc2ccc(S(N)(=O)=O)cc2)c2ccccc21
 : -1.5, 3, -9, 2, -5, -7, -11, 0, 6, 5
CC1(C(=O)NS(=O)(=O)c2ccc(F)cc2F)CCN1C(=O)C/C=C/c1ccccc1 (configuration not stated)
 : -0.1, 1, 0, ., -2, 3, 0, 2, 1, 9
CC(=O)Nc1ccc(NC(=O)CCN2C(=O)c3ccccc3C2=O)cc1
 : -2.2, -2, -5, 5, 8, 2, -17, 0, -3, 5
O=c1c(-c2nnc(SCc3ccc(Cl)c(Cl)c3)o2)cccn1Cc1ccccc1
 : -1.2, -1, -3, -9, 3, 7, 2, -1, 9, -3
Cn1c(SCC#N)nnc1-c1cnccn1
 : -1.0, 2, 1, 4, -2, 1, -2, 6, -11, 0
O=C(O)CCCC(=O)N1CCC(C(O)(c2ccccc2)c2ccccc2)CC1
 : 1.1, -1, 1, 8, 3, 2, 3, 1, -4, 2
FC(F)(F)c1cc(-c2ccco2)nc(NCc2cccs2)n1
 : -3.4, 1, 8, -15, -4, 0, -10, -3, -10, 12
COc1ccc(N(C)S(=O)(=O)c2cccc(C(=O)NCC3CCCO3)c2)cc1 (configuration not stated)
 : -2.6, 4, -1, -1, -2, 4, 8, 2, 6, -8
COc1ccc(NS(=O)(=O)c2ccc(C(=O)N3CCC(C)CC3)cc2)cc1
 : -0.5, 0, -6, -3, 1, -1, 1, -3, -5, 0
CCOc1ccccc1NC(=O)Cn1nnc(C(=O)NCCc2ccc(OCC)c(OCC)c2)c1N
 : -0.4, -9, 3, 5, 3, -1, -11, 4, -1, -6
COc1ccc(C2C(=O)c3ccccc3C2=Nc2ccc(Br)cc2)cc1 (configuration not stated)
 : -2.6, 0, 0, -4, -7, -3, 3, 9, 0, 4
O=C(Nc1ccc2ccccc2c1)C(C1CC1)n1c(=O)c(-c2cc3ccccc3[nH]2)nc2ccccc21 (configuration not stated)
 : 1.7, 1, -2, ., 0, 5, -6, -50, -52, 18
Cc1cccc(CC2S/C(=N/N=C/c3ccco3)N(c3ccccc3)C2=O)c1 (configuration not stated)
 : 1.2, 2, 1, -3, -2, -6, -17, -3, -4, 8
CCCCC(Sc1nc(C)c(Cc2ccccc2)c(=O)[nH]1)C(=O)O (configuration not stated)
 : 2.1, 1, 0, 3, 2, -2, 8, 9, 3, 10
CNC(=O)COC(=O)c1cccc(S(=O)(=O)N2CCN(c3ccc(F)cc3)CC2)c1
 : -1.6, -6, 5, 5, 3, -3, -4, 3, -2, -1
Cc1nc(C(=O)O)nn1-c1cc(Cl)ccc1Cl
 : -1.3, -4, 1, 10, 4, 2, -7, 4, -1, 3
Cc1ccc(S(=O)(=O)N2CC(C)N(C(=O)N3CCOCC3)C2)cc1 (configuration not stated)
 : -0.3, -11, 2, -3, 2, -7, -18, -8, -1, -1
O=C(NCCCO)c1ccc(CSc2nc3ccccc3c(=O)[nH]2)cc1
 : 0.0, 3, 1, -1, -3, -1, -3, -6, -5, -2
CC(C)NC(=O)CCCC(=O)NC(C)C
 : 2.1, -1, -3, 0, -3, 4, 11, 0, 5, 2
CC(C)CCC[C@@H](C)[C@H]1CC[C@H]2[C@@H]3C(=O)C=C4C[C@@H](O)CC[C@]4(C)[C@H]3CC[C@]12C
 : -0.4, 4, -4, 0, 0, -2, -6, -8, -4, 2
O=S(=O)(c1ccccc1)c1nc(-c2ccccc2)oc1NCCCN1CCOCC1
 : -0.7, 0, -3, -1, -1, 6, -2, -4, 7, -7
CCN(CC)S(=O)(=O)c1ccc(N2CCN(C)CC2)c(NC(=O)COc2ccc(F)cc2Cl)c1
 : 2.2, -3, 3, -18, 3, -4, -3, 4, -2, -9
Cc1cc(C(=O)NNC(=O)c2ccccc2F)c2ccccc2n1
 : -1.7, 0, -2, 2, 8, 7, 1, 2, -2, 0
O=C(NNS(=O)(=O)c1ccc(F)c(Cl)c1)c1cccc(S(=O)(=O)N2CCOCC2)c1
 : -3.7, 3, 1, 7, 4, 3, 9, -5, -3, 4
CCN(CC)C(=O)Cn1cc([N+](=O)[O-])cc1[N+](=O)[O-]
 : -2.2, 1, 2, 1, -5, -5, -3, 0, 2, -1
CC1(c2nnnn2C2CCCCC2)CCC(=O)N1Cc1ccc2c(c1)OCO2 (configuration not stated)
 : 1.2, 5, 1, ., -4, 7, -2, -7, -8, 1
